PERK inhibitor: human PERK inhibition, primary cell-based screen; inhibition, % at 5.6 µM; Q9NZJ5; actives 0.17% (n = 220,000); CHO PERK-DD fusion, SEAP luminescence translation reporter; AID 1416;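 active = inhibition above the mean inhibition of all tested compounds plus 3 SD, set separately per screening campaign, cut at about 2.9% in these data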;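 also: PERK kinase domain activated by AP20187 dimerizer at 100 nM; 0% = DMSO with dimerizer and 100% = rapamycin at 8.4 µM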
FXIa inh: factor XIa (human) inhibition. P03951. purified FXIa, Boc-Glu-Ala-Arg-AMC fluorogenic substrate. inhibition, % at 5 µM. actives 0.14% (n = 220,000);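 active = inhibition of at least 40%; inactive = inhibition below 40%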;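 also: fluorescence of freed AMC excited at 355 nm; 0% = enzyme without compound and 100% = no enzyme blank; many of its hits are not listed in these tables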
KCC2 mod: modulators of human KCC2 chloride dependent transport. AID 1456. KCC2 cells, thallium flux FluoZin-2 fluorescence. Q9H2X9. B-score of Tl+ flux slope (higher = more flux/activation; lower = inhibition) at 10 µM. actives 2.2% (n = 190,000);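 active = thallium flux slope and its plate-corrected score both differing from the plate sample mean at a set confidence after two filtering rounds, in either direction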;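 also: slope of fluorescence scaled to starting intensity during 10 to 20 s after thallium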
p97 ATPase inh: human p97 ATPase inhibition; recombinant p97 ATPase, Kinase-Glo ATP luminescence, 3 h; inhibition, % at 8 µM; P55072; actives 0.42% (n = 220,000); in the data active = inhibition above about 15%;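 also: 0% = DMSO vehicle and 100% = wells lacking enzyme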
Target sequence (P55072 whole entry, looked up): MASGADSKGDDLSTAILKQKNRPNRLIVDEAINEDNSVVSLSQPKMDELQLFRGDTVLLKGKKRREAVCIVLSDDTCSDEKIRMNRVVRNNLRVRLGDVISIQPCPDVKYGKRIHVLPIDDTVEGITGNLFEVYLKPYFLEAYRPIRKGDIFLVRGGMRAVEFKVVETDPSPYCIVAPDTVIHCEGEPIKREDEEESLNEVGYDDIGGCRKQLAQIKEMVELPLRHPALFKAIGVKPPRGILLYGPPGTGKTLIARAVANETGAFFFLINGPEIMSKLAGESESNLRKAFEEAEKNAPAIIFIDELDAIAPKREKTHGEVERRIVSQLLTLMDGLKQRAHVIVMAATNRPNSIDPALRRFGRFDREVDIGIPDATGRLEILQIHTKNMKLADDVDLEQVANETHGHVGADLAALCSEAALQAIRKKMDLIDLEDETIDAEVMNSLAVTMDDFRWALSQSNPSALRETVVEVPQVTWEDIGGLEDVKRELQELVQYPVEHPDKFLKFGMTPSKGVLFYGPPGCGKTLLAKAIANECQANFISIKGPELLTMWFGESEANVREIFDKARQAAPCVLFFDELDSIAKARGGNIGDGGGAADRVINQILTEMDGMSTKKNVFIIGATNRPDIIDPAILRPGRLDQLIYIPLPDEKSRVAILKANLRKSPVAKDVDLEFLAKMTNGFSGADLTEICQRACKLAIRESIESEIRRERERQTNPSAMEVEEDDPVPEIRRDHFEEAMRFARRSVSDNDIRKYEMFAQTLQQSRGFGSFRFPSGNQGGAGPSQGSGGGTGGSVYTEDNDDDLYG
Wee1 stabilizer: human Wee1 degradation inhibition, primary screen; P30291; HeLa Luc-Wee1K328M stability, luciferase luminescence; 100% = proteasome inhibitor MG132 effect; reporter increase, % at 5 µM; actives 1.2% (n = 220,000); AID 1321;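 active = activation above the mean of all tested compounds plus 3 SD, set per screening run, cut at about 8.8% in these data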;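 also: cells exposed to compound for 20 h before luminescence read; 0% = DMSO alone and 100% = MG132 at 30 µM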
FXIIa inh: inhibitors of human coagulation factor XIIa; P00748; purified FXIIa, Boc-QGR-AMC fluorogenic substrate, 2 h; inhibition, % at 5 µM; actives 0.3% (n = 220,000); in the data active = inhibition above about 40%;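 also: 0% = enzyme with no compound and 100% = blank without enzyme; many of its hits are not listed in these tables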
Furin inh: inhibitors of human furin. P09958. actives 0.061% (n = 220,000). purified furin, fluorogenic substrate cleavage. inhibition, % at 30 µM; in the data active = inhibition above about 25%; also: inactives centre near -15
hK5 inh: inhibitors of human kallikrein 5; Q9Y337; recombinant hK5, fluorogenic AMC substrate cleavage; inhibition, % at 5 µM; actives 0.59% (n = 210,000);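 active = inhibition of 40% or more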;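 also: 0% = enzyme controls without compound and 100% = no-enzyme blanks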
Target sequence (Q9Y337 67-293 limits assumed): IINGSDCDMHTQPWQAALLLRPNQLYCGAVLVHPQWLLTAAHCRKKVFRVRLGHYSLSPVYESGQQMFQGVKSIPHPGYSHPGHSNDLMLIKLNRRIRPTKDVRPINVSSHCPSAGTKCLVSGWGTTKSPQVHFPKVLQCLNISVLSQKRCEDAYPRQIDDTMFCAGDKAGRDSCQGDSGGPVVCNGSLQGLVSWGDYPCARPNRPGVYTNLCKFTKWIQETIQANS
Thrombin inh: blocks human thrombin protease activity; AID 1046; alpha-thrombin, Boc-VPR-AMC fluorogenic substrate cleavage; actives 0.26% (n = 220,000); inhibition, % at 5 µM;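 active = inhibition at or above 40%; inactive = inhibition below 40%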;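 also: 0% = enzyme with no compound and 100% = wells without enzyme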
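Test system: human alpha-thrombin protein / Dosing: one concentration per compound, 5 µM, with 0.2% DMSO / Medium: pH 7.5 Tris-saline with Tween 20 / Benchmarks: no-compound enzyme wells and no-enzyme blanks / Read-out basis: percent inhibition of thrombin substrate cleavage / Timing: reaction at room temperature / Measured by: fluorescence, ex 355 nm, em 460 nm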
The depositor's hits bear a star; · = not tested or not shown; [ ] = dose if it differs, or a comment. Hits appear at their usual frequency; any-hit rate near 4.4%.

SMILES	PERK inhibitor	FXIa inh	KCC2 mod	p97 ATPase inh	Wee1 stabilizer	FXIIa inh	Furin inh	hK5 inh	Thrombin inh
Cc1ccnc(NCn2nnc3ccccc32)c1	0.8	-3	·	4	-1	7	-17[20 µM]	-22	-1
NC(=O)c1cn(-c2ccccc2)nc1-c1cccnc1	1.1	34	·	1	2	14	-21[20 µM]	26	20
O=C1CC(=O)CC(c2ccccc2)C1	-0.8	-3	0.72	1	2	4	-8	-2	-8
C(=N\c1ncnc2sccc12)/NOCc1ccccc1	0.8	6	0.88	0	-2	4	-7[20 µM]	0	-1
Nc1nnc(CCS(=O)(=O)c2ccc(Cl)cc2)s1	0.0	-1	0.73	0	1	16	-8[20 µM]	0	4
Cc1ccc(NC(=O)Nc2ccc(F)cc2)nc1	-0.3	1	0.52	3	0	-6	-23[20 µM]	-7	2
CNc1nc(C(=O)O)nc(N2CCOCC2)n1	-0.3	9	1.8	-9	7	16	-16[20 µM]	-4	3
CC(=O)N1CCN(C(=O)Nc2cccc(C(F)(F)F)c2)CC1	0.5	2	-0.59	0	1	8	-14	2	-2
CC1CN(CC(=O)NN=C(c2ccccc2)c2ccccc2)CC(C)O1 (stereo not drawn)	0.4	-3	0.33	1	0	10	-17	·	-3
Cc1ccccc1N1C(N)=NC(N)=NC1(C)C	1.0	2	0.53	2	0	-6	-23[20 µM]	-30	-8
O=C(c1n[nH]c2c1CCCC2)n1ccnc1	0.4	-8	0.85	1	2	-8	-30	-18	-1
Cc1ccc(Oc2c(F)c(F)nc(N3CCCC3)c2F)cc1	0.7	-2	0.038	2	3	8	-9	-19	0
Cn1nc(C(=O)N2CCN(C(c3ccccc3)c3ccccc3)CC2)c2ccccc2c1=O	0.2	-1	-0.2	0	7	-1	-9	8	-11
CSc1ccc(N2CCN(CCCNC(=O)Nc3ccccc3F)CC2)cc1	-0.9	-2	·	1	0	6	-20[20 µM]	-16	-4
Cc1sc2nc(C(C)C)nc(SCC(=O)N3CCN(C(=O)c4ccco4)CC3)c2c1C	-0.3	12	·	-3	3	19	-22	0	0
CCc1cccc2c(C(=O)CSc3nnc(-c4ccoc4C)n3C)c[nH]c12	-0.6	-6	0.029	7	-2	9	-16[20 µM]	-4	-4
CCN(Cc1cc2cc(C)ccc2[nH]c1=O)S(=O)(=O)c1ccccc1	-1.1	3	-0.19	-1	-1	6	-22	1	-3
CCOC(=O)c1c(NC(=O)CN2CCN(C)CC2)sc(C(=O)Nc2ccccc2)c1C	0.5	0	-0.4	-1	1	9	-20	0	-4
CCOC(=O)CSc1nnc(-c2ccc(S(=O)(=O)N3CCC(C)CC3)cc2)o1	0.7	7	0.097	7	1	20	-30	-19	6
O=C(NNC(=S)NC1CC2C=CC1C2)c1ccncc1 (stereo not drawn)	0.4	7	-0.33	-8	-3	7	-9	-12	-1
S=C(NCCCn1ccnc1)NC1CCCCC1	1.0	7	0.64	4	-2	14	-13	-12	-4
O=C(CSc1nc2ncc(Cl)cc2[nH]1)NCC(=O)Nc1ccc(F)c(F)c1F	-0.7	-2	0.4	-2	4	0	-19	9	-9
Cc1cc(C(=O)NNC(=S)NCC(C)C)cs1	0.2	5	1.1	7	-1	15	-14	-12	1
CCOc1ccc(NC(=O)CN(C)S(=O)(=O)c2ccc3c(c2)CCC(=O)N3)cc1	-1.2	-3	2	-5	-2	6	-17	-4	-3
Cc1ccc(NC(=O)C2CC(=O)n3c(nc4ccccc43)N2)cc1 (stereo not drawn)	0.1	3	·	0	-3	0	-14[20 µM]	-9	-2

3 entries picked at random from the list so far, as already listed:
SMILES	PERK inhibitor	FXIa inh	KCC2 mod	p97 ATPase inh	Wee1 stabilizer	FXIIa inh	Furin inh	hK5 inh	Thrombin inh
Cc1ccc(Oc2c(F)c(F)nc(N3CCCC3)c2F)cc1	0.7	-2	0.038	2	3	8	-9	-19	0
CCN(Cc1cc2cc(C)ccc2[nH]c1=O)S(=O)(=O)c1ccccc1	-1.1	3	-0.19	-1	-1	6	-22	1	-3
CCc1cccc2c(C(=O)CSc3nnc(-c4ccoc4C)n3C)c[nH]c12	-0.6	-6	0.029	7	-2	9	-16[20 µM]	-4	-4

Later entries
SMILES	PERK inhibitor	FXIa inh	KCC2 mod	p97 ATPase inh	Wee1 stabilizer	FXIIa inh	Furin inh	hK5 inh	Thrombin inh
Cc1ccc(NC(=O)C(Cc2ccccc2)N2C(=O)C3C4CCC(C4)C3C2=O)cc1Cl (stereo not drawn)	-0.7	0	0.016	4	-2	22	-16	-6	2
COc1ccc(NC(=O)/C(C#N)=C/c2ncc([N+](=O)[O-])n2C)c(OC)c1	0.5	2	0.51	7	2	11	-18	2	-2
Nc1ccccc1Nc1cc(-c2ccccc2)nn1-c1cccc(Cl)c1	0.2	0	0.46	1	-3	-1	-20	-4	-7
O=C1CC(N2CCC(c3nc4ccccc4[nH]3)CC2)C(=O)N1c1ccccc1F (stereo not drawn)	0.5	-3	-0.0063	2	1	5	-25	-6	2
CS(=O)(=O)Oc1ccccc1/C=C1/N=C(c2ccc(F)cc2)OC1=O	0.8	8	-0.0071	5	-1	12	-34	-6	3
CCOC(=O)CSc1nnc(CNC(=O)c2ccco2)n1-c1ccc(F)cc1	0.8	7	-0.52	-6	-3	2	-15	2	3
c1ccc(-c2csc3ncnc(NCCN4CCOCC4)c23)cc1	-1.2	-15	-0.96	-1	1	1	3[20 µM]	-12	-1
Cc1ccnn1Cc1cc(C(=O)O)c2ccccc2n1	0.2	-2	0.024	1	1	8	-34	0	0
CC(=O)COc1ccc2c3c(c(=O)oc2c1C)CCCCC3	-0.5	1	-2.1	-7	0	14	-14[20 µM]	-10	3
CCc1nc2ccccc2n1Cc1ccc(F)cc1	0.9	-8	-0.11	0	-3	2	-24	-20	-1
Cn1c(C(=O)NCC2CCCO2)cc2oc3ccccc3c21 (stereo not drawn)	-0.5	-1	-1.5	2	1	2	-14	-2	0
Nc1nnc(/C=C/c2ccccc2Cl)s1	1.4	0	·	3	-2	2	-21	-1	-5
COc1cc(C(=O)O/N=C2\C=CC(=O)C(C)=C2)cc(OC)c1OC	-0.9	12	0.15	2	-2	96*	-15	1	4
COc1cccc(CC(NC(C)=O)C(=O)NC2CCN(c3nc(C)cc(C)c3C#N)CC2)c1OC (stereo not drawn)	-0.7	3	-0.052	-1	0	13	-27[20 µM]	-6	-5
Cc1ccc(S(=O)(=O)n2cc(C=O)c3ccccc32)cc1	1.3	0	0.16	1	-2	9	-23	6	2
O=C1CCCN1c1cc(Cl)ccc1Cl	1.6	-1	2.9	4	-2	-7	-5[20 µM]	-11	15
Cc1ccc(NC(=S)Nc2cccc(-c3n[nH]c(=S)o3)c2)cc1	0.7	27	-1.2	1	2	19	-8	29	7
O=C1c2ccccc2C(=O)N1Cc1nc(-c2cccnc2)no1	0.3	·	0.42	3	-2	·	-32[20 µM]	·	·
C=CCN=c1scc(-c2ccc(F)cc2)n1/N=C/c1ccccn1	-0.3	-5	-4.2	-6	-2	4	-4	-1	-7
COc1cccc(/C=C/C(=O)c2ccc(NS(=O)(=O)c3ccc(C)cc3)cc2)c1	0.1	-2	0.19	-3	1	6	1	2	-5
CC(C)(C)C(=O)Nc1ncc(C(F)(F)F)cc1Cl	1.2	6	·	1	3	8	-17[20 µM]	0	-1
Cc1ccc(CN2CCSc3ccc(C(=O)NCc4cccnc4)cc32)cc1	1.0	-8	-0.13	2	-3	2	-11	-6	-8
Cc1ccc(-c2nc(C3CCN(S(=O)(=O)c4ccc(C(C)(C)C)cc4)CC3)no2)cc1	-0.8	0	0.33	0	-1	6	-19	-32	-13
N/C(=N\c1nc2c(c(=O)[nH]1)CCC2)Nc1cccc(Cl)c1	0.4	-2	-0.37	2	6	6	-14	-22	-13
CC(C)NC(=O)COC(=O)c1ccc(O)cc1	1.3	1	0.99	2	3	0	-14	1	-10

Two of the compounds above, with each value named:
> Cn1c(C(=O)NCC2CCCO2)cc2oc3ccccc3c21 (stereo not drawn)
  PERK inhibitor: -0.5	FXIa inh: -1	KCC2 mod: -1.5	p97 ATPase inh: 2	Wee1 stabilizer: 1	FXIIa inh: 2	Furin inh: -14	hK5 inh: -2	Thrombin inh: 0

> Cc1ccc(CN2CCSc3ccc(C(=O)NCc4cccnc4)cc32)cc1
  PERK inhibitor: 1.0	FXIa inh: -8	KCC2 mod: -0.13	p97 ATPase inh: 2	Wee1 stabilizer: -3	FXIIa inh: 2	Furin inh: -11	hK5 inh: -6	Thrombin inh: -8

Following part:
SMILES	PERK inhibitor	FXIa inh	KCC2 mod	p97 ATPase inh	Wee1 stabilizer	FXIIa inh	Furin inh	hK5 inh	Thrombin inh
COc1cccc(OC)c1C(=O)NC(=S)NNC(=O)[C@H]1C[C@@H]1c1ccccc1	1.5	3	4.3	5	0	3	-25	-24	-6
COC(=O)c1cc2c(s1)-c1cc(F)ccc1OC2	1.0	-9	0.037	-5	-2	-17	-19	-16	-7
Cc1[nH]c(=S)c(C#N)c(C)c1Cc1ccc(Cl)cc1Cl	2.5	11	1.5	5	-3	5	-37	4	2
CCOc1ccc(/C=C2\C(=O)c3ccccc3OC2c2ccccc2)cc1 (stereo not drawn)	0.6	1	0.84	-3	4	8	-8[20 µM]	-3	4
O=C1Nc2cc3c(cc2Sc2ccccc21)OCCO3	0.5	3	-1.1	2	1	18	-10	1	1
Cc1nn(C(=O)Cn2ccc([N+](=O)[O-])n2)c(C)c1Br	1.8	0	·	2	-3	12	-8[20 µM]	-2	2
CN(C)c1ccc(NC(=O)c2cccc(N3C(=O)C4C5C=CC(C5)C4C3=O)c2)cc1 (stereo not drawn)	-0.8	0	0.69	-5	-1	4	-21	-4	2
Cc1cc(C)c(S(=O)(=O)N2CCCOC2CNC(=O)C(=O)NCCCn2ccnc2)c(C)c1 (stereo not drawn)	0.2	0	-1.1	4	3	5	-16	-16	-3
O=C(Nc1ccccc1Cl)c1cccc(COc2cc(Cl)ccc2Cl)c1	0.5	-2	0.18	4	5	6	-15[20 µM]	-13	-2
O=C(NCc1ccc(F)cc1)c1cc(-c2cccs2)on1	1.5	4	0.0086	3	1	14	-31	-4	-1
COc1ccc(NC(=O)CC2C(=O)N(c3cccc(OC)c3)C(=O)N2C2CCCCC2)cc1 (stereo not drawn)	-1.7	1	-0.6	-5	0	22	-8	-11	2

Structures listed above shown as hits in FXIIa inh:
SMILES	PERK inhibitor	FXIa inh	KCC2 mod	p97 ATPase inh	Wee1 stabilizer	FXIIa inh	Furin inh	hK5 inh	Thrombin inh
COc1cc(C(=O)O/N=C2\C=CC(=O)C(C)=C2)cc(OC)c1OC	-0.9	12	0.15	2	-2	96*	-15	1	4

4 entries already listed, arranged by their value in FXIIa inh, descending:
SMILES	PERK inhibitor	FXIa inh	KCC2 mod	p97 ATPase inh	Wee1 stabilizer	FXIIa inh	Furin inh	hK5 inh	Thrombin inh
O=C(NCc1ccc(F)cc1)c1cc(-c2cccs2)on1	1.5	4	0.0086	3	1	14	-31	-4	-1
Cc1[nH]c(=S)c(C#N)c(C)c1Cc1ccc(Cl)cc1Cl	2.5	11	1.5	5	-3	5	-37	4	2
CN(C)c1ccc(NC(=O)c2cccc(N3C(=O)C4C5C=CC(C5)C4C3=O)c2)cc1 (stereo not drawn)	-0.8	0	0.69	-5	-1	4	-21	-4	2
COc1cccc(OC)c1C(=O)NC(=S)NNC(=O)[C@H]1C[C@@H]1c1ccccc1	1.5	3	4.3	5	0	3	-25	-24	-6
